Pf Dd2 inh: inhibitors of Plasmodium falciparum Dd2 growth; P. falciparum Dd2 growth, SYBR Green, 72 h; Potency, µM (highest dose often 28.9 µM), for inactives: at the highest dose activity, negative = inhibition, actives largely listed as inhibitors; 120,000 compounds, 4.3% hits; AID 1347417; active = well fitted inhibition curve with a large enough effect; inconclusive = small, poorly fitted or top-dose-only effect; inactive = no such curve, though single readings can be large or run the other way;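 note: plate controls were DMSO vehicle for no effect and reference drug for full effect; nearly all actives have a fitted effect of over 65% in size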
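Infected erythrocytes (Dd2, 0.3% parasitemia, 2.5% hematocrit final) are added to compound in RPMI-1640/Albumax II medium, grown 72 h at 37C in low oxygen, then lysed with saponin/Triton-X containing SYBR Green and read by fluorescence.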
Active calls of the source: *; i = inactive; ? = inconclusive; [ ] = remark or other dose. Potency is the fitted concentration of half-maximal effect.

Sample of the layout, seven compounds:
nr	compound	Pf Dd2 inh
1	CCCC(=O)NCC1(N(C)C)CCCCC1	?
2	CN(Cc1nccn1C)Cc1cnc(S(=O)(=O)CC2CC2)n1CC1CCCCC1	?
3	COCCOc1ccc(C(=O)N[C@@H]2CN(C3CCN(C)CC3)CCC[C@H]2O)cc1	-17.7%[44.1 µM]
4	CN(C)CCN(C)C(=O)c1ccc(-c2ncc3cnc(-c4cccc(F)c4)cn23)cc1	?
5	O=C(NC1CCCN(c2cc(-c3ccccc3)[nH]n2)C1)c1cc(Cl)ccc1F (stereo not given)	i
6	O=C(COc1ccc(F)cc1)N1CCC(Oc2ncccc2C(=O)N2CCCCC2)C1 (stereo not given)	?
7	CCOCCOC1CCN(C(=O)NCc2ccc(C)cc2)CC1	30.3%

This part in full, previewed entries included:
nr	compound	Pf Dd2 inh
1	CCCC(=O)NCC1(N(C)C)CCCCC1	?
2	CN(Cc1nccn1C)Cc1cnc(S(=O)(=O)CC2CC2)n1CC1CCCCC1	?
3	COCCOc1ccc(C(=O)N[C@@H]2CN(C3CCN(C)CC3)CCC[C@H]2O)cc1	-17.7%[44.1 µM]
4	CN(C)CCN(C)C(=O)c1ccc(-c2ncc3cnc(-c4cccc(F)c4)cn23)cc1	?
5	O=C(NC1CCCN(c2cc(-c3ccccc3)[nH]n2)C1)c1cc(Cl)ccc1F (stereo not given)	i
6	O=C(COc1ccc(F)cc1)N1CCC(Oc2ncccc2C(=O)N2CCCCC2)C1 (stereo not given)	?
7	CCOCCOC1CCN(C(=O)NCc2ccc(C)cc2)CC1	30.3%
8	CN[C@@H](CC(C)C)c1nc(-c2cccnn2)no1	-12.4%
9	COc1ccccc1NC(=O)N1CCC2(CC1)SCC(=O)N2Cc1ccco1	i
10	O=C(c1ccco1)N1CCOc2ccc(CN3CCc4ccccc4C3)cc2C1	-18.8%
11	O=C(O)COc1ccc(-c2nccc3c2C(=O)N(Cc2c[nH]c4ccccc24)CC(COc2cccc(N4CCOCC4)c2)O3)cc1 (stereo not given)	i
12	CCn1cc(C(=O)N2CCCC(C(=O)Nc3cccc(-c4cc5ccccc5[nH]4)c3)C2)cn1 (stereo not given)	i
13	CC(=O)c1cccc(NC(=O)c2sc(-n3nc(C)c(CCC(C)C)c3C)nc2C)c1	?
14	CC(C)CCN1CC2(CCN(C(=O)C3CC34CCCC4)CC2)OC1=O (stereo not given)	-9.2%
15	CN(Cc1ccccc1)Cc1cc(C[C@H]2CNCC[C@H]2CC(=O)N2CCOCC2)no1	-23.8%[44.1 µM]
16	COc1ccc(C(=O)N2CCOCC3(C2)CN(c2ccccc2)C3)cc1OC	13.1%[44.1 µM]
17	O=C(c1[nH]ncc1Cl)N1CCCC(CCc2c(F)cccc2F)C1 (stereo not given)	-9.1%
18	Cc1cc(O)c(CN2CCN(c3ccc(F)cc3)CC2)c2oc(=O)cc(C)c12	11.2µM*
19	O=C(NCCCN1CCN(c2cccc(Cl)c2)CC1)Nc1ccccc1C(F)(F)F	i
20	CCC(C)n1c(=N)c(C(=O)NC2CCCCC2)cc2c(=O)n3cc(C)ccc3nc21 (stereo not given)	?
21	N#CC1=C2SCN(C3CCCCC3)CN2C(=O)CC1c1c(F)cccc1Cl (stereo not given)	?
22	COc1ccc(CN2C[C@H](O)C[C@H]2c2nc(-c3cccc(C)c3)no2)c2ccccc12	?
23	CCOc1ccccc1-c1noc(-c2nnn3c2COC(c2cccc(OC)c2)C3)n1 (stereo not given)	?
24	CCOc1ccccc1NC(=O)C1CCN(S(=O)(=O)c2ccccc2)CC1	21.3%
25	O=C1COc2ccc(OCC3CC3)nc2CN1Cc1ccc(C(F)(F)F)cc1	i
26	COc1cccc(CNC(=O)c2cnc3c(-c4ccc(F)cc4)c(C)nn3c2C)c1	i
27	CCCCN(C)CCNC(=O)c1cc(-c2cccnc2)nc2ccc(S(=O)(=O)N3CCC(C)CC3)cc12	5.01µM*
28	Cc1cccc(-n2ncc3c2CCCC3NC(=O)CN2CCNC(=O)C2)c1C (stereo not given)	-4.0%
29	O=C(CCCc1c[nH]c2ccccc12)N1CCc2nc3cc[nH]n3c(=O)c2C1	-13.2%[5.79 µM]
30	CO[C@H]1[C@H](NC(=O)c2ccc(=O)n(C)n2)c2ccccc2C12CCNCC2	10.7%
31	CCn1cc(S(=O)(=O)N(C)C2CCc3nn(C)c(=O)n3CC2)cn1 (stereo not given)	28.3%
32	COCCOCc1nc(C2CCCN2S(=O)(=O)Cc2ccccc2F)no1 (stereo not given)	-3.6%
33	CC1CCN(CC2CCCN(C(=O)COc3ccc(F)cc3)CC2)CC1 (stereo not given)	-29.9%
34	CCOc1ccc(CNC(=O)C2=Cc3cccc(OC)c3OC2)cc1	2.6%
35	O=C(NC1CC1)c1ccc(CC2CCN(C(=O)C3CCOC3)CC2)cc1 (stereo not given)	-29.8%
36	Cn1ncc(N2CCOC(CCNc3nc4ccccc4s3)C2)cc1=O (stereo not given)	?
37	CCNC(=O)[C@@H]1C[C@H](NC(=O)c2cccc(-c3ccc(F)cc3)c2)CN1C	-6.7%
38	OCC1(CCOc2ccccc2)CCN(c2nnnn2-c2ccccc2)CC1	-11.6%
39	Cc1cc(C)nc(NS(=O)(=O)c2ccc(NC(=O)COc3ccc(C(C)(C)C)cc3)cc2)n1	-13.0%
40	O=C(O)c1ccc(C2CCCN(C(=O)c3cccc(N4CCOCC4)c3)C2)cc1 (stereo not given)	-0.7%
41	N#Cc1ccc(CN2CCCC(c3nccn3Cc3ccccc3)C2)cc1 (stereo not given)	?
42	CCC(=O)N1[C@H]2CC[C@@H]1c1cnc(-c3ccc(F)cc3)nc1C2	-15.0%
43	O=C1NCCCCCN(C(=O)c2ccoc2)[C@@H]2C[C@@H](C(=O)N3CCc4ccccc4C3)C[C@H]12	?
44	COc1ccccc1-c1cc([C@H]2CN3CC[C@H]2C[C@@H]3CNC(=O)N2CCOCC2)n(C)n1	i
45	CC[C@H]1COCCN1C(=O)c1csc(Cc2ccccc2)n1	12.8%
46	CNS(=O)(=O)c1cccc(C(=O)N2CCCC2c2ccco2)c1 (stereo not given)	-7.5%
47	Cn1cc(C(=O)N2CCCCCCn3c(nnc3-c3ccc(F)cc3)CC2)cn1	i
48	CCOC(=O)C1CCN(c2ncnc3c2c(-c2ccccc2)cn3-c2cccc(C)c2)CC1	?
49	O=C(NCCN1CCNC1=O)c1cnc2n1CCN(Cc1cccnc1)CC2	i
50	CC1CCCCN1CCCNC(=O)Cn1ncc2c([nH]c3ccccc32)c1=O (stereo not given)	46.8%[activator]
51	CC(C)CCNC(=O)Cn1c(-c2cccs2)cc2cc(F)ccc21	4.47µM*
52	Cc1ccc(F)c(OC2(C(=O)O)CCN(Cc3cccc(C)n3)CC2)c1	-4.6%
53	Cc1ccc(-c2cc(N3CCCN(C(=O)c4sccc4C)CC3)n[nH]2)cc1C	?
54	COc1ccc(-c2cc([C@H]3CN4CC[C@H]3C[C@@H]4CNC(=O)C3CCC3)nc(C)n2)cc1OC	i
55	Cc1cnc(CC2CCN(C(=O)C3COc4ccccc4O3)CC2)n1Cc1ccc(F)cc1 (stereo not given)	?
56	CN(C)c1nc2c(c(=O)[nH]1)CCN(Cc1ccc(F)c(F)c1)CC2	i[5.79 µM]
57	O=C(CCC[C@H]1NC[C@@H]2CC1CN(Cc1ccccc1)C2)N1CCCCC1	-17.9%
58	COc1ccc(C(=O)N2CCCOCCNC(=O)[C@@H]3CCCC[C@@H]32)c(OC)n1	1.6%
59	CN(C)c1ccc(C(CNC(=O)c2ccccc2Cl)N2CCCC2)cc1 (stereo not given)	-28.4%
60	CCc1noc(-c2cn(C3CCN(C(=O)c4ccoc4)C3)nn2)n1 (stereo not given)	-5.0%

Some of these compounds in order of number of heavy atoms, ascending:
nr	compound	Pf Dd2 inh
17	O=C(c1[nH]ncc1Cl)N1CCCC(CCc2c(F)cccc2F)C1 (stereo not given)	-9.1%
14	CC(C)CCN1CC2(CCN(C(=O)C3CC34CCCC4)CC2)OC1=O (stereo not given)	-9.2%
41	N#Cc1ccc(CN2CCCC(c3nccn3Cc3ccccc3)C2)cc1 (stereo not given)	?
28	Cc1cccc(-n2ncc3c2CCCC3NC(=O)CN2CCNC(=O)C2)c1C (stereo not given)	-4.0%
15	CN(Cc1ccccc1)Cc1cc(C[C@H]2CNCC[C@H]2CC(=O)N2CCOCC2)no1	-23.8%[44.1 µM]

(listing goes on)
entry	canonical_smiles	Pf Dd2 inh
61	NC(=O)[C@H](Cc1ccc(O)cc1)NC(=O)[C@@]1(O)C[C@@H](O)[C@H](O)[C@@H](NC(=O)c2ccc(F)c(Cl)c2)C1	-5.9%
62	CCOc1ccccc1C1NC(=O)N(CC(=O)Nc2ccc(F)c(Cl)c2)C2=C1C(=O)OC2 (stereo not given)	-10.3%
63	C=CCCC(CN1CCCC1)Oc1ccc(C(=O)N2CCOCC2)cn1 (stereo not given)	6.31µM*
64	CCCNC(=O)N1CCC(c2noc(-c3cccnc3)n2)C1 (stereo not given)	17.4%[5.79 µM]
65	CCOC(=O)c1ccc(N2C(=O)c3n[nH]c(-c4cccs4)c3C2c2ccc(O)c(OC)c2)cc1 (stereo not given)	52.7%[activator]
66	CCOc1ccc2c(n1)CCN(C(=O)c1ccc(OC)cc1)C2	-7.5%
67	O=C(c1ccc(F)c(Cl)c1)N1CCN(c2cc(-c3cccs3)[nH]n2)CC1	-15.0%
68	Cc1ncc2c(n1)CCCN(CC(=O)NCC1CC1)C2=O	8.9%
69	Cc1noc(-c2ccccc2Cl)c1C(=O)NCCCc1ccccc1	i
70	CCOc1ccc(CNC(=O)c2ccc3c(Cl)c4c(nc3c2)CCCC4)cc1	0.7%
71	CCn1cc(S(=O)(=O)N2C[C@@H](Oc3ccccc3)C[C@@H]2C(=O)NCCOC)cn1	7.4%
72	O=C(c1n[nH]c2c1CCCCCC2)N1CCC(Cc2nncn2CC2CC2)CC1	-6.8%
73	CN(Cc1ccccc1)Cc1ccccc1OCC(O)CN1CCCCC1 (stereo not given)	0.794µM*
74	CCc1nc(-c2c3n(c(=O)n(Cc4ccc(C(=O)OC)cc4)c2=O)CCCC3)no1	?
75	O=C(NCc1nc(-c2ncccn2)no1)c1csc(-c2cccs2)n1	?
76	O=C(N[C@H]1CCN2C(=O)N(c3cccc(C(F)(F)F)c3)C(=O)[C@@H]2C1)c1ccncc1	-14.3%[44.1 µM]
77	COCC1CN(Cc2cn(C)c3ccc(OC)cc23)CC12CCNCC2 (stereo not given)	?
78	COc1cccc(NC(=O)CSc2nc3c([nH]c4ccccc43)c(=O)n2-c2cc(C)cc(C)c2)c1	8.91µM*
79	COc1cccc(Cn2c(=O)n(-c3ccc(Br)cc3F)c(=O)c3sc4ccccc4c32)c1	?
80	O=c1c2c(n(CCOc3ccccc3)n1-c1ccccc1)CN(Cc1ccc(F)cc1)CC2	i
81	CCn1nc(C)c(CN2CCCC(CNC(=O)c3cccc(OC)c3OC)C2)c1C (stereo not given)	?
82	COc1ccccc1CNS(=O)(=O)c1cc(C(=O)Nc2cccc(C(F)(F)F)c2)ccc1F	?
83	COc1ccc(CNC(=O)CCc2c(C)c3cc4c(C)c(C)oc4cc3oc2=O)cc1OC	4.6%
84	CCc1nc(CC)n2ccn(Cc3cccc(C#N)c3)c(=O)c12	i
85	CCN(CC)S(=O)(=O)c1ccc2c(c1)N(CC(=O)N1CCN(c3ccccc3F)CC1)C(=O)CO2	7.9%
86	O=C(COc1ccc(F)cc1)N1CCC(n2cc(-c3nc(-c4ccccc4)no3)nn2)C1 (stereo not given)	?
87	CCOc1ccccc1C1NC(=O)N(CC(=O)Nc2ccccc2C)C2=C1C(=O)OC2 (stereo not given)	i
88	CCc1nc2c(c(-c3ccc(Cl)cc3)n1)CN(C(C)=O)CC2	2.5%[44.1 µM]
89	CC(C)NC(=O)C[C@@H]1c2nc(NC(=O)C3CCCCC3)sc2C[C@@H]2[C@](C)(CO)[C@H](O)CC[C@]21C	10µM*
90	COc1ccc(C(=O)N2CCc3nc(C)nc(-c4ccc(O)cc4)c3C2)cc1	-16.4%
91	Cc1nnc([C@H]2CCN(C(=O)c3ccc4c(c3)OCO4)C2)o1	11.9%[44.1 µM]
92	CC(C)n1c(CNC(=O)Cn2nc3c(cc2=O)CCCC3)nc2ccccc21	-12.2%
93	CCCCN(C)C(=O)Cc1cccn1-c1cccc(Cl)c1	i
94	O=C(NCc1nc(-c2cccc(F)c2)c(-c2ccccn2)[nH]1)[C@@H]1C[C@@H](O)CN1	13.4%
95	Cn1nc(C2CCCN2)c2c(C(=O)NCc3ccncc3)cc(C3CC3)nc21 (stereo not given)	-3.7%
96	COc1ccc(CN2Cc3[nH]cnc3C[C@H]2c2nc(-c3ccccn3)no2)cc1	-2.9%[44.1 µM]
97	COc1ccc(O[C@H]2COCCN(C(=O)c3cccc(OC)c3)C2)cc1	11.6%[44.1 µM]
98	COc1ccc(CN2CCC(CO)(CN3CCCC3)CC2)c(OC)c1C	i
99	COc1ccc(CN2CCn3c(nnc3-c3cccnc3)C2)cc1	-2.4%
100	CCc1ccc(-c2nn(CC(=O)NCc3ccccc3)c3c2cnc2ccc(F)cc23)cc1	-1.0%
101	O=C([C@@H]1Cc2nc[nH]c2CN1Cc1ccc(Cl)cc1)N1CCC(Cc2ccccc2)CC1	?
102	Cc1ccc2c(c1)N(C(=O)N1CCC(C(=O)NCCc3ccc(Cl)cc3)CC1)CC(C)O2 (stereo not given)	8.91µM*
103	O=C(C1COc2ccccc2O1)N(Cc1cccnc1)c1nc2c(F)cccc2s1 (stereo not given)	-0.7%
104	c1ccc(-c2cc(CC3(NCC4CCCCC4)COC3)no2)nc1	i
105	CC(C)C(=O)Nc1ccc(C2(C(=O)NCCN3CCCCC3)CCCCC2)cc1	i
106	COc1ccc(CN2CCOC[C@H]2c2ncc(-c3cccc(F)c3)[nH]2)cc1	?
107	O=C(Nc1ccc(C(=O)OCc2cc(=O)n3nc(C4CC4)sc3n2)cc1)c1cccc(Cl)c1	15.7%

Only part of the results is shown; count on the stated rates, not on these rows.
